# mcGAS lum = cyclic GMP-AMP synthase inhibitors, mouse, primary biochemical chemiluminescence. inhibition, % at 12.5 µM. AID 1259399, 2018. recombinant cGAS, Kinase-Glo ATP depletion luminescence. Q8C6L5. 160,000 tested, 0.15% active;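 note: 0% = negative control wells and 100% = reference inhibitor with no enzyme activity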
# NPYLR7 agonist = agonists of mosquito NPYLR7 receptor, primary screen, cell-based, Aedes aegypti, calcium fluorescence, mosquito biting behavior. HEK293T NPYLR7/Galpha15, GCaMP6s calcium fluorescence. activation, % at 10 µM. 270,000 tested, 0.15% active; in the data active = activation above about 40%;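 note: 0% = vehicle and 100% = reference agonist at the receptor; some compounds past the cut are filed as inactive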
# hcGAS inh = Primary biochemical luminescence assay for human cyclic GMP-AMP synthase inhibitors. inhibition, % at 12.5 µM. AID 1259398, 2018. 290,000 tested, 0.081% active. Q8N884. recombinant h-cGAS, ATP depletion, Kinase-Glo luminescence;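 note: 0% = vehicle reaction and 100% = reaction without DNA for no activity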
# Target sequence (Q8N884 whole entry, looked up): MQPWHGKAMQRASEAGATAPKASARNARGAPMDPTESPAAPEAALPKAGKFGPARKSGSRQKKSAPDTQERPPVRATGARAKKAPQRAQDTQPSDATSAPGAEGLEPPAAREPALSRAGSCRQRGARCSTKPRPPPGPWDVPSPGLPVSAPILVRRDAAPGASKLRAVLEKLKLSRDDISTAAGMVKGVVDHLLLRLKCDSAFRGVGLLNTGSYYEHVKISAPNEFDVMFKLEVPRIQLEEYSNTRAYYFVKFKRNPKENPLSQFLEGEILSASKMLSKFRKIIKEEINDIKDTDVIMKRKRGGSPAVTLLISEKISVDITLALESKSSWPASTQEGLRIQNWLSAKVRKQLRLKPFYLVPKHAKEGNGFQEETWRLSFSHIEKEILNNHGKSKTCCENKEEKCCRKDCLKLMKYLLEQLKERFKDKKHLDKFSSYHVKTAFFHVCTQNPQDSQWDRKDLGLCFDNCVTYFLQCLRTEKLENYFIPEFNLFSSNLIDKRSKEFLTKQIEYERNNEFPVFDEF
# Numbers without * were called inactive; nt = no result given; & = joins results of further samples. Cut-off read from the data, not from the text of the source, unless noted: active = inhibition above about 40%; inactive = the rest. These rows are one share of the data; the hit share may differ from the screen's.
# Values run as follows: mcGAS lum | NPYLR7 agonist | hcGAS inh
ClC(Cl)=C(c1ccc(Cl)cc1)c1ccc(Cl)cc1
    nt | -13 | 3
CCOC(=O)N1CCC(NC(C)Cc2ncccc2C)CC1 (stereo not drawn)
    -17 | 10 | -5
CC1NCCc2cc(Cl)cc(Cl)c21 (stereo not drawn)
    nt | 3 | 2
Cc1cccc(C2SCC(=O)N(CC(=O)N3CCOCC3)c3c2c(C(C)(C)C)nn3C)c1 (stereo not drawn)
    -3 | 10 | -2
CC(C)c1cccc(C(C)C)c1O
    -5&-4 | -11&3&-2&0 | -3&-4&-5&-2
CC1CCCCN1CCCNC(=O)C(C1CCCC1)N1CCN(C(=O)COc2ccc(Cl)cc2)CC1 (stereo not drawn)
    -5 | -1 | -5
COP(=S)(OC)Oc1ccc(SC)c(C)c1
    nt | -4 | -7
Cc1[nH]c2ccc(F)cc2c1CCNCc1cccnc1
    nt | -4 | -11
CN(C)c1ccc(-c2nccn2CCc2cnc[nH]2)cn1
    nt | 13 | -3
Cc1ccccc1S(=O)(=O)N1CCN(CCOC(c2ccccc2)c2ccc(F)c(F)c2)CC1 (stereo not drawn)
    -7 | -4 | -8
CC(c1nccs1)N(C)CCc1cc(F)ccc1F (stereo not drawn)
    nt | 11 | -3
N#CC(c1ccc(F)cc1)N1CCNCC1 (stereo not drawn)
    nt | 0 | -11
C/C(=C\c1ccco1)CN1CCC2(CCNCC2)C1
    -17 | 21 | -6
Cc1ccc2c(c1)C(c1ccccc1)=NCC(=O)N2C
    1 | -1 | 5
Nc1nc2ccc(-c3cccc4c3CCNC4)cc2s1
    nt | 5 | -5
COc1ccc(C(=O)C2CCCN(Cc3cccc(C)n3)C2)c(C)c1 (stereo not drawn)
    -10 | nt | -5
COCCOC(=O)C1C(=N)OC(C)=C(C(=O)OC(C)C)C12C(=O)Nc1ccccc12 (stereo not drawn)
    1 | -2 | 4
Cc1nn(CC(=O)Nc2ccc(Cl)cc2C(=O)c2ccccc2)c(C)c1[N+](=O)[O-]
    -3 | 2 | -3
CNC(=O)[C@@H]1[C@H]2CNCCN2C[C@H]1c1ccccc1
    1 | 3 | 4
Cc1cnc(CNC(=O)c2nn(Cc3cccc(Oc4ccccc4)c3)c3ccccc23)cn1
    -4 | 4 | -4
O=C(c1cnn2c1CCCC2)N1C[C@H]2C[C@@H](C1)c1cccc(=O)n1C2
    nt | -3 | -3
CC1CC(C)CN(CC(=O)c2ccccc2Br)C1 (stereo not drawn)
    nt | -1 | 3
CN1CCN(c2ccc(Cl)cc2N)CC1
    nt | -1 | -3
Cc1ccc2[nH]cc(CN(C)CC3CCCCO3)c2c1 (stereo not drawn)
    -13 | 6 | -6
C[N+]1=Cc2cc3c(cc2CC1)OCO3
    -5 | -1 | -4
Cc1nnc(NC(=O)c2cccn(Cc3ccccc3)c2=O)s1
    nt | 15 | -2
CCC1CN(Cc2ccccc2)CCN1C(=O)COc1ccc(F)cc1 (stereo not drawn)
    nt | 9 | -12
Cc1cc(C2C[C@H]3CC[C@@H](C2)N3Cc2cc3n(n2)CCCNC3)ccc1F (stereo partly drawn)
    nt | -1 | -6
COc1ccc(C(=O)N(Cc2cc(NC(=O)C3CCC3)ccc2N(C)C2CCN(C)CC2)CC(C)C)cc1
    -7 | 7 | -3
Cc1ccc(-n2nnnc2CN2CCN(C(=O)COc3ccccc3)CC2)cc1
    0 | -1 | -6

# An excerpt from above in order of SMILES length, smallest number first.
# Values run as follows: mcGAS lum | NPYLR7 agonist | hcGAS inh
ClC(Cl)=C(c1ccc(Cl)cc1)c1ccc(Cl)cc1
    nt | -13 | 3
CCC1CN(Cc2ccccc2)CCN1C(=O)COc1ccc(F)cc1 (stereo not drawn)
    nt | 9 | -12
COc1ccc(C(=O)C2CCCN(Cc3cccc(C)n3)C2)c(C)c1 (stereo not drawn)
    -10 | nt | -5

# (more compounds)
# Values run as follows: mcGAS lum | NPYLR7 agonist | hcGAS inh
CC(=O)Nc1ccc(CNC(=O)CN2CC=C(c3cnn(C)c3)CC2)cc1
    nt | 17 | -1
Fc1ccc(CN2CCCC3(CCN(c4ncccn4)C3)C2)cc1 (stereo not drawn)
    nt | 19 | -6
CCc1nccc(CN2CC[C@@H](c3cccc(OC)c3)[C@H](O)C2)n1
    nt | 11 | -5
CN1CCN(P(=S)(C=C2N(C)c3ccccc3C2(C)C)c2ccccc2)CC1 (stereo not drawn)
    nt | -1 | 1
Cc1nn(Cc2ccccc2)c(C)c1C(=O)O
    -3 | -3 | 2
CC(C)Oc1cccc(C(=O)C2CCCN(Cc3ccccc3O)C2)c1 (stereo not drawn)
    nt | 0 | -3
Cc1ccccc1C(=O)N1CCSC12CCNCC2
    nt | 12 | -4
O=c1cccc2n1C[C@@H]1C[C@H]2CN(Cc2cn[nH]c2-c2ccc(F)cc2)C1
    nt | 6 | -6
COC(=O)CC(=O)Nc1ccc2[nH]cc(CCN3CCCC3)c2c1
    -6 | 21 | -4
Cc1cccc(COC(CN2CCN(C(=O)Cc3ccc(F)cc3)CC2)c2ccc(Cl)cc2)c1 (stereo not drawn)
    -6 | -2 | -6
CC(C)(N)Cc1ccccc1Cl
    nt | -11 | 0
C=CCN1C(=O)C2(c3ccccc31)c1c(cc(C)n(Cc3ccco3)c1=O)OC(=N)C2C(=O)OC (stereo not drawn)
    8 | -6 | 7
Cc1ccc(-n2c(CN)nc3ccccc3c2=O)cc1
    nt | -16 | -11
O=C(Nc1ccc(=O)n2c1[C@@H]1C[C@@H](CN(C(=O)NC3CCCCC3)C1)C2)c1cncnc1
    -3 | -7 | 1
O=S(=O)(c1ccc(Oc2ccccc2)cc1)N1CCN(CCOC(c2ccc(Cl)cc2)c2ccc(Cl)cc2)CC1
    -6 | 20 | -4
C[C@H](N)[C@H](O)c1ccccc1
    nt | -6 | -4&-1
O=C(Nc1ncc([N+](=O)[O-])s1)c1cccn(Cc2ccc(Cl)cc2)c1=O
    nt | 15 | -13
Oc1ccccc1N1CCN(Cc2ccc(Br)cc2)CC1
    nt | 7 | -6
CC(=O)OC1C2CCC1C(N1CCCCC1)CC2 (stereo not drawn)
    nt | 3 | -12
O=C1OC(c2cncc(Br)c2)=N/C1=C/C=C/c1ccccc1
    6 | -12 | 10
Cc1cc2nc(N3CCNCC3)sc2cc1C
    nt | -4 | -15
O=C(c1ccccc1)c1cc(Br)ccc1NC(=O)c1c(O)c2ccccc2[nH]c1=O
    -7 | 31 | -8
CN1C(=O)NC(=O)/C(=C/c2ccc(C(=O)O)cc2)C1=O
    -5 | 1 | -2
Cc1cc(C)c(C2=NCCN3CCNC3(C(F)(F)F)C2)c(=O)[nH]1 (stereo not drawn)
    nt | 1 | -1
O=c1ccc2[nH]cc(C3=CCNCC3)c2[nH]1
    nt | 7 | -2
CN1CCN(C(=O)Cc2ccc(O)c(Cl)c2)CC1C(=O)O (stereo not drawn)
    nt | 4 | -1
CCOc1cc2c(cc1OCC)-n1cccc1C(c1coc3ccccc3c1=O)NC2 (stereo not drawn)
    nt | 5 | -8
CC(=O)c1c(O)c(C)c(O)c(Cc2c(O)c3c(c(C(=O)/C=C/c4ccccc4)c2O)OC(C)(C)C=C3)c1O
    -2 | 1 | 7
CC(Cc1cccc(Cl)c1)NC(=O)CSCc1cccs1 (stereo not drawn)
    -17 | -3 | -2
CC1CCCC2CCCN(CC(N)=O)C12 (stereo not drawn)
    nt | 14 | -4
Brc1ccc(C2CC(c3cccnc3)=Nc3ncnn32)cc1 (stereo not drawn)
    nt | 29 | -13
O=C(NCCc1cccnc1)c1nn(CCCOc2ccccc2)c2ccccc12
    -5 | 9 | -5
Fc1ccc(C(OCCN2CCN(C/C=C/c3ccccc3)CC2)c2ccc(F)cc2)cc1
    nt | -8 | -4
CCC(NCc1ccco1)c1nc2ccccc2c(=O)n1-c1ccc(Cl)cc1 (stereo not drawn)
    nt | -13 | 0
COCCNC(=O)CN1C(=O)CSC(c2cccc(F)c2)c2c(C(C)(C)C)nn(C(C)(C)C)c21 (stereo not drawn)
    -5 | 6 | -6
CN(C)P(=O)(N(C)C)N1CCCc2ccccc21
    nt | -1 | -5&-7
COCc1nc(-c2cccc(CN3CCN(C(=O)Cc4ccccc4OC)CC3)c2)no1
    -7 | 1 | -5
COc1cccc(S(=O)(=O)N2CCN(CCOC(c3ccccc3)c3ccc(F)c(F)c3)CC2)c1 (stereo not drawn)
    -6 | 2 | -4
N#CC1C(=N)Oc2c(c(=O)oc3ccccc23)C1c1ccccc1[N+](=O)[O-] (stereo not drawn)
    5 | 13 | 4
Cc1ccnc(CC(C)N(C)CCn2c(=O)oc3ccccc32)c1 (stereo not drawn)
    nt | 7 | -3
CSc1ncc(C(=O)N2CCN3CCN(C)CC3C2)c(=O)[nH]1 (stereo not drawn)
    -9 | 2 | -4
O=C1c2ccccc2-c2onc3c(Br)cc(N4CC4)c1c23
    nt | -2 | 1
COCCCNC(=O)CN1C(=O)CSC(c2ccsc2)c2c(C(C)(C)C)nn(-c3cccc(C)c3C)c21 (stereo not drawn)
    -4 | 11 | -3
CCCCOP(=S)(CC(=O)OCC)OCCCC
    nt | -9 | -2
NC(=O)c1ccccc1NC(=O)c1cccn(Cc2ccc(Cl)cc2)c1=O
    nt | 11 | -5
CC(=O)Nc1ccc(S(=O)(=O)NC[C@H]2C[C@@H]3CCN2C[C@@H]3c2cc(-c3ccccc3Br)nc(C)n2)cc1
    -8 | -4 | -8
O=C(Cc1ccccc1)N1CCN(C2c3ccccc3CCc3ccccc32)CC1
    -7 | 17 | -10
COCC(=O)N(Cc1ccccc1)CC1CNCC1c1ccc(F)cc1 (stereo not drawn)
    nt | 10 | -3
N#Cc1ccccc1NC(=O)c1cccn(Cc2ccccc2)c1=O
    nt | 24 | -7
CCOC(=O)C1=C(C)OC(=N)C(C(=O)OCCOC)C12C(=O)Nc1ccc(Br)cc12 (stereo not drawn)
    1 | -2 | 3
COc1cccc(/C=C2\C(=O)C3CCN2CC3)c1OC
    nt | -1 | -7
CN(C)c1ccc(/C=C2\CCCN=C2c2cccnc2)cc1
    nt | -9 | -6
CCOP(=O)(OCC)c1cc(C)c(O)c(C(C)(C)C)c1
    nt | 1 | 11
Cc1ccc(C(C)n2ccnc2-c2coc(C)n2)cn1 (stereo not drawn)
    -18 | 21 | -7
Cc1noc(C)c1CN1CC2CCN(c3ccccc3)C2C1 (stereo not drawn)
    nt | 3 | 12
O=C(NC1CCCCCCC1)c1cn(Cc2ccccn2)cc(C(=O)N2CCSCC2)c1=O
    -26 | 8 | -8
Cc1ncc2c(c1-c1noc(-c3cccn3C)n1)CCNC2
    nt | 15 | -9
COc1cccc([C@@H]2CN(C(=O)c3csc(C)n3)[C@@H]3C4CCN(CC4)[C@@H]32)c1
    nt | 2 | -1
COC(=O)C1C2c3ccccc3OC1(C)N=c1s/c(=C/c3cn(C)nc3C)c(=O)n12 (stereo not drawn)
    nt | 0 | -8
O=[N+]([O-])c1cnc2ccc3ccccc3c2c1
    nt | 18 | -3

# Following part
# Values run as follows: mcGAS lum | NPYLR7 agonist | hcGAS inh
O=C(O)c1cccnc1CN1CCCCC1c1cccnc1 (stereo not drawn)
    -13 | -7 | -6
CN1CCC2(CC1)CN(C(=O)Cc1nc3ccccc3[nH]1)CCCN2C
    nt | 12 | -7
O=C1/C(=C/c2ccccc2)C[C@@]2(O)C3Cc4ccc(O)c5c4[C@@]2(CCN3CC2CC2)[C@H]1O5
    nt | -10 | -1
O=C(Cc1ccccc1O)N1CCN(C/C=C/c2ccccc2)CC1
    nt | 0 | -16
O=C1NC(=S)NC(=O)C1=Cc1ccc(Br)s1
    nt | 8 | 1
c1ccc2c(c1)ncn2C1CCCNC1 (stereo not drawn)
    nt | -2 | -10
O=C(NC1CCCCCCC1)c1cn(CC2CCCO2)cc(C(=O)N2CCSCC2)c1=O (stereo not drawn)
    -11 | 25 | -5
c1ccc2c3c([nH]c2c1)CNCC3
    nt | -4 | 2
FC(F)(F)c1cnc(N2CCC3(CCCNC3)C2)c(Cl)c1 (stereo not drawn)
    -5 | 13 | -7
COCCNC(=O)CN1C(=O)CSC(c2ccc(F)cc2)c2c(-c3ccccc3)nn(-c3cccc(Cl)c3)c21 (stereo not drawn)
    -4 | 30 | -5
Cc1ccnc(CC(C)N(C)Cc2c3ccccc3nn2C)c1 (stereo not drawn)
    -11 | -1 | -5
CN(C)C(=O)On1nnc2ccccc21
    nt | 10 | 2
C#CCN(C)S(=O)(=O)c1ccc(Cn2nc(C(=O)Nc3ccc(C(N)=O)cc3)c3ccccc32)cc1
    -4 | 17 | -6
COc1cccc(CC(=O)N2CCN(Cc3cccc(-c4noc(-c5ccccc5)n4)c3)CC2)c1
    -9 | 3 | -8
Cc1cc(C(F)F)n2nc(C(=O)Nc3ccc(Cl)cc3C(=O)c3ccccc3)nc2n1
    nt | 1 | -6
CON(C)S(=O)(=O)c1ccc(Cn2nc(C(=O)NCCCN3CCCC3=O)c3ccccc32)cc1
    -5 | 18 | -9
O=C(C(O)c1ccccc1)N1CCN(CCOC(c2ccccc2)c2cccc(C(F)(F)F)c2)CC1 (stereo not drawn)
    -6 | 19 | -2
Cc1nc2sccn2c1C(=O)N1C[C@H]2C[C@@H](C1)c1cccc(=O)n1C2
    nt | 3 | -8

# Random excerpt: 4 compounds from above.
# Values run as follows: mcGAS lum | NPYLR7 agonist | hcGAS inh
O=C1NC(=S)NC(=O)C1=Cc1ccc(Br)s1
    nt | 8 | 1
C#CCN(C)S(=O)(=O)c1ccc(Cn2nc(C(=O)Nc3ccc(C(N)=O)cc3)c3ccccc32)cc1
    -4 | 17 | -6
c1ccc2c3c([nH]c2c1)CNCC3
    nt | -4 | 2
FC(F)(F)c1cnc(N2CCC3(CCCNC3)C2)c(Cl)c1 (stereo not drawn)
    -5 | 13 | -7

# Compound activity: PubChem BioAssay, Fisher Drug Discovery Resource Center
